EP2 modulator: EP2 receptor modulators, cAMP readout, primary screen, cell-based, HTRF cAMP, PGE2 stimulation. EP2-expressing cells, cAMP HTRF FRET, PGE2 co-stimulation. induction, % at 25 µM. Prostaglandin E2 receptor EP2 subtype (Homo sapiens), P43116. 260,000 tested, 0.83% active;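 active = compounds whose cAMP rise, as percent of the full-agonist control response, exceeds 60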;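 note: rat C6 glioma line stably carrying human EP2 under a CMV promoter; the protocol text gives 20 µM as final concentration; 100% = response of wells given 1 µM PGE2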
Target sequence (P43116 whole entry, looked up): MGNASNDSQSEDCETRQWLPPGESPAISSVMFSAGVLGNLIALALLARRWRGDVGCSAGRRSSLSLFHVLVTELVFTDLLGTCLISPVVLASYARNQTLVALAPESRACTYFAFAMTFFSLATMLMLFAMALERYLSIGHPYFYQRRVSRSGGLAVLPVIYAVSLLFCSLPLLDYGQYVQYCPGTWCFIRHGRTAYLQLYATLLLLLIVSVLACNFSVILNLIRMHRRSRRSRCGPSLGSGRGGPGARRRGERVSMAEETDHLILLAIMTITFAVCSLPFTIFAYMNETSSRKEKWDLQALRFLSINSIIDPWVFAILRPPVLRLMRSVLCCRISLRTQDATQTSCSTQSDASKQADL
* = called active by the depositor. The list is partial; the hit share may differ from the screen's.

molecule | EP2 modulator
O=C(Nc1ccccc1C(F)(F)F)N1CCC(c2ncncc2-c2ccncc2)CC1 | -20
Cc1cc2nc(C3CCCN3C(=O)c3cc(-c4ccco4)[nH]n3)[nH]c2cc1C (centres undefined) | -50
COc1cccc(CN2CCN(C(=O)c3cccc4ncccc34)[C@@H](C)C2)c1 | -31
Cc1cc2c(cc3c(=O)n(CC(=O)NCCCN(C)C)nc(C)n32)s1 | -7
COc1ccc2nc(CN3CCc4c(nc(N5CCCC5)[nH]c4=O)C3)ccc2c1 | -11
CS(=O)(=O)c1cnc2ncnn2c1C1CCN(C(=O)c2cccnc2)CC1 | -18
Cc1cc(N2CCC(O)(c3ccc4c(c3)OCO4)CC2)nc(N)n1 | -74
O=C(Cc1ccccc1F)N1CCC(n2cnc3cccnc32)CC1 | -1
O=C(CCCN1CCC(O)(c2cccnc2)CC1)c1ccccc1 | -29
O=C(NC1CC1)[C@@H]1C=CCN1S(=O)(=O)c1cccc(F)c1 | -40
O=C(Cc1n[nH]c(=O)c2ccccc12)N1CCCC1c1nc2ccccc2[nH]1 (centres undefined) | -26
C=CCn1c2cc(C)sc2c2cnn(CC(=O)N(C)C)c(=O)c21 | -39
Cc1cc(C)n2nc(CC(=O)N3C4CCC3CC(c3ccc(F)cc3)C4)nc2n1 (centres undefined) | -8
CCc1nn(CC(=O)NCc2cccc(OC)c2)c(=O)c2cc3sc(C)cc3n12 | 9
Cc1cc2c(s1)c1cnn(CCN3CCCC3)c(=O)c1n2C | 42
COc1ccc(-c2ccc(=O)n(CC3CCN(C(=O)C4CCCC4)CC3)n2)cc1 | -18
O=C(Cc1ccc(Cl)cc1Cl)N1CCC[C@@H]1[C@@H](O)c1nccs1 | 5
CN1[C@@H](C(=O)Nc2ccc(F)cc2F)C[C@@H](c2cccs2)NS1(=O)=O | -25
CC1CCN(c2nc3c(c(=O)[nH]2)CCN(Cc2ccc(N4CCCC4)cc2)C3)CC1 | -66
Cc1cc2c(s1)c1cnn(CC(=O)NC34CC5CC(CC(C5)C3)C4)c(=O)c1n2C | -45
CCc1nccn1CCC(=O)N1CCCC(n2nc(-c3cccs3)ccc2=O)C1 (centres undefined) | -12
Cc1cc2c(cc3c(=O)n(CC(=O)N4CCCCCC4)nc(C)n32)s1 | -1
CC(C)N(C(=O)CN1CCC(n2nc(-c3cccs3)ccc2=O)CC1)C(C)C | -51
COCc1ccc(C(=O)N[C@H](C)Cn2nnc3ccccc32)s1 | 1
COc1ccc(C2CCN(Cc3nnnn3C(C)(C)C)CC2)cc1 | 8
COc1cccc(Cn2c3cc(C)sc3c3cnn(Cc4ccccn4)c(=O)c32)c1 | 51
Cc1ccc(N2CC(C(=O)N3CCC(n4nnc5cccnc54)CC3)CC2=O)cc1C (centres undefined) | -20
Cc1nn2c(N3CCOCC3)c3c(nc2c1-c1cccs1)CCC3 | -4
Cc1nn(CC(=O)N2CCc3ccccc3C2)c(=O)c2cc3ccsc3n12 | -7
O=C(c1ccc(F)c(F)c1)N1CCC(Cn2nc(-c3ccc(F)cc3)ccc2=O)CC1 | -62

Continued:
molecule | EP2 modulator
CS(=O)(=O)c1cnc2ncnn2c1C1CCCN(C(=O)c2cc(F)cc(F)c2)C1 (centres undefined) | -3
Cc1ccc(-c2nnn(C3CCN(C(=O)CCc4c(C)noc4C)CC3)n2)cc1 | -23
CC(C)[C@@H](Cn1nc(-c2cccs2)ccc1=O)NC(=O)Cn1ncc2ccccc2c1=O | -21
Cc1nnnn1-c1ccc(CC(=O)N2CCC(C(=O)c3nc4ccccc4s3)CC2)cc1 | -59
COc1cc(-c2nc3cnccn3c2NCc2ccccc2)ccc1O | -64
O=C(c1ncoc1-c1ccc(F)cc1)N1CCN(c2ccccc2F)CC1 | -83
CCOCCCNc1cc(C)nc2c(-c3ccc(OC)cc3)c(C)nn12 | -39
C=CCn1c2cc(C)sc2c2cnn(CC(=O)NC(C)C)c(=O)c21 | -1
O=C(NCc1ccc2c(c1)OCO2)[C@@H]1C=CCN1C(=O)c1cccs1 | -42
CC(C)NC(=O)CN1CCN(C(=O)c2ncoc2-c2ccccc2)CC1 | -18
CCc1nn2c(C)cc(C)nc2c1-c1ccc(OC)cc1 | 23
CN(C)c1ccc(C(=O)N2CCC(O)(c3ccccn3)CC2)cc1 | -23
Cn1ccnc1C1(O)CCN(CC(=O)N2c3ccccc3Sc3ccccc32)CC1 | -7
Cc1cc(-c2cnc(C)nc2C2CCN(C(=O)Cc3ccc(C)s3)CC2)on1 | -15
O=C(c1nccc2ccccc12)N1CCc2c(nc(N3CCCC3)[nH]c2=O)C1 | -4
O=c1[nH]c(N2CCCC2)nc2c1CN(Cc1nnnn1Cc1ccccc1)CC2 | 11
C=CCn1c2cc(C)sc2c2cnn(CC(=O)N3CCC(C(N)=O)CC3)c(=O)c21 | -11
Cc1nc2c(-c3ccccc3)c(C)nn2c(NCCCO)c1C | -42
O=C(c1cccs1)N1CCc2c(nc(N3CCCCC3)[nH]c2=O)C1 | -48
O=C(CN1CCCC(c2ncncc2-c2ccncc2)C1)NCc1ccc2c(c1)OCO2 (centres undefined) | -26
Cc1nn2c(C3CCCN(C(=O)OC(C)(C)C)C3)ccnc2c1-c1cccs1 (centres undefined) | 0
O=c1[nH]c(N2CCCC2)nc2c1CCN(Cc1ccc3ccccc3n1)C2 | -36
Cc1cccc2cc3c(nc12)OCCN(C(=O)c1ccc(F)cc1)C3 | -43
O=C(c1nc2ccccc2s1)C1CCN(C(=O)c2cc(-c3ccccc3)no2)CC1 | -4
Cc1nn(CC(=O)Nc2ccccc2N2CCOCC2)c(=O)n2cccc12 | -38
COc1ccc(-c2ccc(=O)n(C[C@H](C)NC(=O)c3cnccn3)n2)cc1 | -39
Cn1ccnc1C1(O)CCN(C(=O)C2(c3ccccc3)CC2)CC1 | -17
OC1(c2ccc(F)cc2)COC2(CCN(c3c4c(nc5ncnn35)CCC4)CC2)C1 (centres undefined) | 3
Cc1cc2c(s1)c1cnn(Cn3nnc4ccccc43)c(=O)c1n2C | -2
Cc1cc2c(s1)c1cnn(CC(=O)NC3CCCC3)c(=O)c1n2Cc1ccc(F)cc1 | 4

A draw from above in order of count of non-hydrogen atoms, descending.
molecule | EP2 modulator
CC(C)[C@@H](Cn1nc(-c2cccs2)ccc1=O)NC(=O)Cn1ncc2ccccc2c1=O | -21
Cc1cc2c(s1)c1cnn(CC(=O)NC3CCCC3)c(=O)c1n2Cc1ccc(F)cc1 | 4
O=C(c1nc2ccccc2s1)C1CCN(C(=O)c2cc(-c3ccccc3)no2)CC1 | -4
CCc1nn(CC(=O)NCc2cccc(OC)c2)c(=O)c2cc3sc(C)cc3n12 | 9
Cc1nn2c(C3CCCN(C(=O)OC(C)(C)C)C3)ccnc2c1-c1cccs1 (centres undefined) | 0
Cc1nn(CC(=O)Nc2ccccc2N2CCOCC2)c(=O)n2cccc12 | -38
C=CCn1c2cc(C)sc2c2cnn(CC(=O)NC(C)C)c(=O)c21 | -1

Looked up above.
Under EP2 modulator, `COc1cc(-c2nc3cnccn3c2NCc2ccccc2)ccc1O` is listed with -64
Under EP2 modulator, `CCOCCCNc1cc(C)nc2c(-c3ccc(OC)cc3)c(C)nn12` is listed with -39
Under EP2 modulator, `C=CCn1c2cc(C)sc2c2cnn(CC(=O)NC(C)C)c(=O)c21` is listed with -1

Reformatted with each value named: entries from further up
Cc1cc2c(s1)c1cnn(Cn3nnc4ccccc43)c(=O)c1n2C
  EP2 modulator = -2

CC(C)[C@@H](Cn1nc(-c2cccs2)ccc1=O)NC(=O)Cn1ncc2ccccc2c1=O
  EP2 modulator = -21

CS(=O)(=O)c1cnc2ncnn2c1C1CCCN(C(=O)c2cc(F)cc(F)c2)C1 (centres undefined)
  EP2 modulator = -3

The results go on.
molecule | EP2 modulator
COc1ccc([C@@H]2C[C@H](C(=O)NCc3ccco3)N(C)S(=O)(=O)N2)cc1OC | 10
Cc1sc2nc(C3CC3)n3c(=O)n(CC(=O)NC4CCCC4)nc3c2c1C | -3
Cc1cc2c(o1)c1cnn(CC(=O)NC(C)(C)C)c(=O)c1n2C | -32
Cc1sc2nc(C3CC3)n(C3CCN(C(=O)c4ccccc4F)CC3)c(=O)c2c1C | 5
CC[C@H](Cn1nc(-c2ccc(F)c(F)c2)ccc1=O)NC(=O)COC | -19
O=C1CCCN1CCC(=O)N1CCC(c2ccnc3nc(C(F)(F)F)nn23)CC1 | -12
Cc1nn(CC(=O)N2CCCC2)c(=O)c2cc3ccsc3n12 | -18
COCCNc1c(-c2ccco2)nc2cnccn12 | -24
CCC(CC)C(=O)N1CCC(Cn2nc(-c3ccc(OC)c(OC)c3)ccc2=O)CC1 | 36
Cc1nnc2nc(-c3ccc(NC(=O)C4CCCO4)cc3)cn2c1C (centres undefined) | -26
O=C(Cc1ccc(F)cc1)N1CCc2c(nc(N3CCCC3)[nH]c2=O)C1 | 0
Cc1cc(C)n2nc(CC(=O)N3CCCCC3c3nc4ccccc4[nH]3)nc2n1 (centres undefined) | -7
O=C(c1ccc2c(c1)OCO2)N1CCC(c2[nH]ncc2-c2ccncc2)CC1 | -10
CCCC(=O)N1CCC[C@H]1Cn1nc(-c2ccc(F)cc2)ccc1=O | -29
O=C(c1nccs1)C1CCN(C(=O)c2ccc(Br)s2)CC1 | -20
O=c1[nH]c(N2CCCC2)nc2c1CCN(Cc1ccc3nccnc3c1)C2 | -8
CC(C(=O)N1CCC(c2ncncc2-c2ccncc2)CC1)c1ccccc1 (centres undefined) | -37
Cc1nn(CC(=O)N2CCCC(C)C2)c(=O)c2cc3sccc3n12 (centres undefined) | -29
Cc1cc(C)c2cc(C)c3nn(CC(=O)NCCCN4CCCC4=O)c(=O)n3c2c1 | -26
CC[C@H](Cn1ncc2ccccc2c1=O)NC(=O)c1cccs1 | 16
Cc1n[nH]c(C)c1CCNC(=O)Cn1nc(C)n2c(cc3sccc32)c1=O | -26
Cc1sc2nc(C3CC3)n3c(=O)n(CC(=O)NC4CC4)nc3c2c1C | 6
CC[C@H](Cn1ncc2ccccc2c1=O)NC(=O)c1cnccn1 | -24
Cc1sc2nc(C3CC3)n(C3CCN(C(=O)C4CCC4)CC3)c(=O)c2c1C | 19
Cn1c(N2CCC(C(=O)NCCCn3ccnc3)CC2)nc2ccccc21 | 5
COc1ccc(C(=O)N2CCC(c3nc(C)ncc3-c3ccncc3)CC2)o1 | -53
Cn1ccnc1C1(O)COC2(CCN(C(=O)Cc3ccc(F)cc3)CC2)C1 (centres undefined) | 6
Cc1ccc(-c2nnn(C3CCN(C(=O)Cc4nonc4C)CC3)n2)cc1 | -45
COc1cccc(CNC(=O)Cn2ncc3cccn3c2=O)c1 | 29
CCOc1ccc(CC(=O)NC(C)c2nc3cccnc3n2C(C)C)cc1 (centres undefined) | 15

New compounds follow
Molecule | EP2 modulator
Cc1cc(C)n(CC(=O)N2CCCC(c3nc(C)ncc3-c3ccncc3)C2)n1 (centres undefined) | -43
Cc1nc2cc(C(=O)N3CCN(Cc4ccco4)C[C@@H]3C(C)C)ccc2n1C | 6
O=C(c1ccc(=O)[nH]n1)N1C2CCC1CC(c1ccc(F)cc1)C2 (centres undefined) | -41
CCn1c2cc(C)sc2c2cnn(CC(=O)N3CCCC3)c(=O)c21 | 5
CCCc1nn(CC(=O)NCCCn2ccc(C)n2)c(=O)c2cc3ccsc3n12 | -3
Cc1nn(C)c(C)c1NC(=O)Cn1nc2c3c(C)c(C)sc3nc(C(C)C)n2c1=O | -38
CCCc1nn(CC(=O)N2C(C)CCCC2C)c(=O)c2cc3ccsc3n12 (centres undefined) | -14
COCCN1Cc2cc3c(C)cc(C)cc3nc2OC(C)C1=O (centres undefined) | -22
Cc1nn(CC(=O)N2CCc3ccccc3C2)c(=O)c2cc3sccc3n12 | -17
COC(C(=O)N1CCC(c2[nH]ncc2-c2cc(C)no2)CC1)c1ccccc1 (centres undefined) | -5
O=c1[nH]nc2c3ccc(Cl)cc3ncn12 | -11
Cc1cccc(-n2c(-c3ccco3)nn(CC(=O)N3CCC(C)CC3)c2=O)n1 | 8

Additional structures
Molecule | EP2 modulator
O=C(Cn1cnc2ccccc21)NC1(c2cccc(F)c2)CCCC1 | -37
CCc1nn(CC(=O)NCCS(C)=O)c(=O)c2cc3ccsc3n12 (centres undefined) | 3
CCc1nn(CC(=O)NCCCN(C)C)c(=O)c2cc3sccc3n12 | -7
CCn1c2ccccc2n2c(=O)n(CC(=O)N3CCCCCC3)nc12 | -24
Cc1cc(NCCCN2CCOCC2)n2nc(C)c(-c3cccs3)c2n1 | 20
COc1ccc(-c2nc3cnccn3c2NC2CCCCC2)cc1OC | -51
COc1cccc(CN2CCN(C(=O)C3=NNC(=O)CC3)[C@@H](C)C2)c1 | -25
Cc1nn(CC(=O)N2CCN(Cc3ccccc3)CC2)c(=O)c2cc3ccsc3n12 | 6
COc1cccc(CN2CCN(C(=O)Cn3ccnc3)[C@@H](C)C2)c1 | -46
CCc1nn(CC(=O)N2C(C)CCCC2C)c(=O)c2cc3ccsc3n12 (centres undefined) | -24
O=C(N1CCC(c2ncncc2-c2ccncc2)CC1)C1(c2cccc(F)c2)CCCC1 | -62
CCn1c2cc(C)oc2c2cnn(CC(=O)N(C)CCc3ccccn3)c(=O)c21 | -21

Following part:
Molecule | EP2 modulator
COc1ccccc1CC(=O)NC(CC(C)C)c1nc2cccnc2n1C(C)C (centres undefined) | 6
CS(=O)(=O)c1cncnc1C1CCCN(C(=O)Cc2ccc(F)cc2)C1 (centres undefined) | 12
Cc1n[nH]c(C)c1CCC(=O)N1CCCC(n2nc(-c3cccs3)ccc2=O)C1 (centres undefined) | -35
COc1ccc2nc(CN3CCc4c(nc(N5CCC(C)CC5)[nH]c4=O)C3)ccc2c1 | -39
CC(C)CC(NC(=O)c1ccco1)c1nc2cccnc2n1C(C)C (centres undefined) | 1
Cc1cc(-c2cncnc2C2CCCN(CC(=O)NCc3ccco3)C2)on1 (centres undefined) | -11
CC(C)[C@H]1CN(Cc2ccco2)CCN1C(=O)c1cccc2nccnc12 | -36
COc1ccc(C2(C(=O)N3CCCC(c4nc(C)ncc4-c4ccncc4)C3)CC2)cc1 (centres undefined) | -13
COC(C(=O)N1CCC(C(=O)c2nc3ccccc3s2)CC1)c1ccccc1 (centres undefined) | -27
CCCc1cc(=O)n2[nH]c(C)c(-c3ccc(F)cc3)c2n1 | -15
COc1ccc2c(c1)cc(C)c1nn(CC(=O)Nc3c(C)nn(C)c3C)c(=O)n12 | -15
O=C(Cn1nc(-c2ccc(F)cc2)n(-c2ccncc2)c1=O)NC1CC1 | 3

Bioassay records from PubChem.
